GPR7 antagonist – blocks human GPR7 receptor signaling. AID 1861. GPR7-expressing cells, fluorescence antagonist assay. 290,000 compounds, 1.1% hits. inhibition, % at 4.4 µM. P48145; in the data active = inhibition above about 16%, passing the limit was not always enough;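 also: cells stimulated with the agonist NPW; 0% = agonist with vehicle and 100% = vehicle without agonist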
Target sequence (P48145 whole entry, looked up): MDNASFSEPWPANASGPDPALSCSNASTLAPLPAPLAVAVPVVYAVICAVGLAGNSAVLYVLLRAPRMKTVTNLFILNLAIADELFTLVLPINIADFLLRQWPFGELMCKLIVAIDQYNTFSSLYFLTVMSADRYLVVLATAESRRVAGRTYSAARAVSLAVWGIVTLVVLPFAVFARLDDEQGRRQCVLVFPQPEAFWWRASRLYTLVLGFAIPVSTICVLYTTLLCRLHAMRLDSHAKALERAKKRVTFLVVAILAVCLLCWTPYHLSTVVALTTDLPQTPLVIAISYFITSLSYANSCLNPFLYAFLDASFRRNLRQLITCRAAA
OXTR agonist – human OXTR agonism. CHO-OTR cells, Fluo-8 calcium fluorescence; normalized: DMSO 0%, oxytocin 100%. activation, % at 3 µM. AID 2435. 320,000 compounds, 0.32% hits. P30559;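 active = activation above the mean of all tested compounds plus 3 SD, cutoff set per screening run, cut at about 20% in these data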;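 also: peak over basal fluorescence ratio from a 100 s FLIPR kinetic read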
CHO-K1 Ca ag – counter-screen for M1 agonists: effect in parental CHO-K1 cells; activation, % at 3 µM; AID 602248; Fluo-8 calcium fluorescence; scaled to maximal ATP response, vehicle zero; 360,000 compounds, 0.48% hits; in the data active = activation above about 15%;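 also: untransfected CHO-K1 host cells lacking M1 receptor as counterscreen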
OXTR potentiator – potentiates the human oxytocin receptor response; P30559; CHO-OTR cells, Fluo-8 calcium fluorescence, potentiator mode; 0% = oxytocin EC15, 100% = EC100; activation, % at 3 µM; 320,000 compounds, 0.061% hits; AID 2445;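 active = activation above that plate's cutoff, the mean activation of tested compounds plus 3 SD, cut at about 6.6% in these data, passing the limit was not always enough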;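 also: 100% uses oxytocin at 75 nM as the full agonist control; some results filed as inactive read as strong as hits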
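Replication – single well per compound, singlicate · Assay system – CHO cell line stably expressing human OTR · Timing – 6 min pre-incubation, 100 s read · Measure – normalized max/min fluorescence ratio, % activation · Doses – 3.0 µM, one dose · Detection – Fluo-8 calcium dye fluorescence · Probe or stimulus – oxytocin near EC15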
TAAR1 antag – human TAAR1 antagonism. inhibition, % at 3 µM. AID 624466. Q96RJ0. 360,000 compounds, 1.5% hits. CHO RD-HGA16 TAAR1, Fluo-8 calcium fluorescence, antagonist;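 active = inhibition above a per-plate cutoff, the mean inhibition of test compounds on that plate plus 3 SD, cut at about 49% in these data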;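 also: 0% = DMSO plus EC80 beta-PEA response and 100% = DMSO alone without agonist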
Target sequence (Q96RJ0 whole entry, looked up): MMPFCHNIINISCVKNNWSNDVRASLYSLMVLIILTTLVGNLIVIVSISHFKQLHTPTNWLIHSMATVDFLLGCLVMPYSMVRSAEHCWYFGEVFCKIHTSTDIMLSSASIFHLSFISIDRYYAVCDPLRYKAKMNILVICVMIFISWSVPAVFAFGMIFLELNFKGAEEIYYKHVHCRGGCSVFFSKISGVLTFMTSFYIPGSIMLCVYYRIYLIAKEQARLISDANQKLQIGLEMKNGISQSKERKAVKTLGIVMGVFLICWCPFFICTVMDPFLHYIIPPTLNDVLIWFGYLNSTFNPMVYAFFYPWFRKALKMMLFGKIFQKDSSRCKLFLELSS
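System: RD-HGA16 CHO cells with stable hTAAR1 and Gα16 | Probe or stimulus: EC80 β-phenethylamine stimulus | Dosing: 3 µM, single point | Times: Dye loading 75 min at 37 °C, then 30 min room temperature | Measured by: Fluo-8 calcium-sensitive fluorescence | Read-out basis: % inhibition of agonist calcium response | Replicates: n of 1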
CHO-K1 Ca PAM – nonselective activator or artifact in parental CHO-K1 calcium assay. ATP EC20, Fluo-8 calcium fluorescence; 0% at ATP EC20, 100% at ATP max. activation, % at 3 µM. 360,000 compounds, 0.02% hits. AID 602247;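 active = activation above the run cutoff, the mean activation of all test compounds plus 3 SD, cut at about 40% in these data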;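 also: peak over basal fluorescence ratio in a 140 s read after ATP addition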
CHO parental Ca – counter-screen: ATP calcium response change in parental CHO cells; 330,000 compounds, 0.63% hits; inhibition, % at 5.6 µM; parental CHO-K1, ATP-induced calcium, Fluo-8 fluorescence;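 active = inhibition above that plate's mean sample inhibition plus 3 SD, cut at about 26% in these data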;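 also: 0% = ATP-challenged DMSO wells and 100% = DMSO wells without ATP; some compounds past the cut are filed as inactive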
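Assay system – parental CHO cells · Reagent – ATP stimulus · Detection – intracellular calcium via Fluo-8 no-wash fluorescent dye · Evaluation – percent inhibition of ATP-evoked calcium rise, normalized to controls · Controls – ATP wells versus no-ATP DMSO wells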
CHO-K1 Ca antag – nonselective inhibitor or artifact in parental CHO-K1 cells | 360,000 compounds, 0.6% hits | ATP-induced calcium, Fluo-8 fluorescence | inhibition, % at 3 µM;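 active = inhibition above a per-plate cutoff, the plate's mean sample inhibition plus 3 SD, cut at about 24% in these data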;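 also: 0% = DMSO plus EC80 ATP and 100% = DMSO alone without ATP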
V1R ag counter – counter-screen for oxytocin receptor agonists: human V1a receptor agonists; AID 2797; 320,000 compounds, 0.25% hits; P37288; CHO-V1R cells, Fluo-8 calcium fluorescence, agonist mode; 0% DMSO, 100% 3 nM vasopressin; activation, % at 3 µM;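 active = activation above the mean activation of all tested compounds plus 3 SD, per screening run, cut at about 20% in these data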;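 also: signal is peak over basal fluorescence ratio across a 100 second FLIPR read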
Target sequence (P37288 whole entry, looked up): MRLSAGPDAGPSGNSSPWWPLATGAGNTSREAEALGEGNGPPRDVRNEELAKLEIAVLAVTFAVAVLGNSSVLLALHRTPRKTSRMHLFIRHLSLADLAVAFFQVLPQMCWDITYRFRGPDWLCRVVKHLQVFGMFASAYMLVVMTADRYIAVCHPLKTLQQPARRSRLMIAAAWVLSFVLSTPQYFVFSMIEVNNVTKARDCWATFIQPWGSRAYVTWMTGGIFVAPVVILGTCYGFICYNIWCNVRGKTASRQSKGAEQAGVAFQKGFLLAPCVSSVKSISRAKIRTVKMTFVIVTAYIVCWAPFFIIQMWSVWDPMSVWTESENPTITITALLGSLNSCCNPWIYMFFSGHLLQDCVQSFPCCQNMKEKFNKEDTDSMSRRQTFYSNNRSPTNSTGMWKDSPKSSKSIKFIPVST
The depositor's hits bear a star.

Screening Cc1cccc(C(=O)c2ccccc2C(=O)O)c1 returned GPR7 antagonist -10, OXTR agonist 0.9, CHO-K1 Ca ag 0.2, OXTR potentiator -6, TAAR1 antag -35, CHO-K1 Ca PAM -11, CHO parental Ca -10, CHO-K1 Ca antag -7 and V1R ag counter -0.2.
For O=C(O)C1CCCCC1C(=O)NCCc1c[nH]c2ccccc12 (stereo unspecified) the results were GPR7 antagonist -11, OXTR agonist 0.8, CHO-K1 Ca ag 0.5, OXTR potentiator -11, TAAR1 antag -1, CHO-K1 Ca PAM 25, CHO parental Ca -12, CHO-K1 Ca antag -14 and V1R ag counter 1.8.
For Cc1ccc(S(=O)(=O)N2CCN(C(=O)CN3CCOCC3)C2)cc1 the results were GPR7 antagonist 9, OXTR agonist 0.5, CHO-K1 Ca ag 0.2, OXTR potentiator -4, TAAR1 antag 0, CHO-K1 Ca PAM 13, CHO parental Ca -3, CHO-K1 Ca antag -2 and V1R ag counter -0.3.
Screening COc1ccc(N2CCN(C(=O)c3[nH]c4ccc(OC)cc4c3C)CC2)cc1 returned GPR7 antagonist -6, CHO-K1 Ca ag 1.9, TAAR1 antag 0, CHO-K1 Ca PAM 15 and CHO-K1 Ca antag -11.
Screening CC(=O)c1ccc(N2CCN(CCC#N)CC2)c(F)c1 returned GPR7 antagonist -2, OXTR agonist 1.2, CHO-K1 Ca ag -0.2, OXTR potentiator -8, TAAR1 antag 7, CHO-K1 Ca PAM -6, CHO parental Ca 2, CHO-K1 Ca antag 22 and V1R ag counter 1.3.
Clc1ccc(-c2nnc(C3CC3)o2)cc1 was read as GPR7 antagonist -6, OXTR agonist -1.8, CHO-K1 Ca ag 4.3, OXTR potentiator -7, TAAR1 antag -5, CHO-K1 Ca PAM 2, CHO parental Ca -6, CHO-K1 Ca antag -1 and V1R ag counter -0.3.
CCC(=O)N(Cc1ccco1)c1nc(-c2ccc(OC)cc2)cs1 was read as GPR7 antagonist -1, OXTR agonist -0.7, CHO-K1 Ca ag -0.2, OXTR potentiator -11, TAAR1 antag 22, CHO-K1 Ca PAM -6, CHO parental Ca -5, CHO-K1 Ca antag 6 and V1R ag counter -0.5.
`Cc1ccc(CNC(=O)C2CCCN(S(=O)(=O)c3c(C)noc3C)C2)cc1` (stereo unspecified) gave GPR7 antagonist 6, OXTR agonist -0.7, CHO-K1 Ca ag 0.0, OXTR potentiator -5, TAAR1 antag -11, CHO-K1 Ca PAM 5, CHO parental Ca -9, CHO-K1 Ca antag -24 and V1R ag counter -0.3.
O=C(COc1ccccc1)Nc1ccccc1N1CCN(c2ccccc2)CC1 was read as GPR7 antagonist -2, OXTR agonist -0.9, CHO-K1 Ca ag 0.3, OXTR potentiator 0, TAAR1 antag 24, CHO-K1 Ca PAM 21, CHO parental Ca -32, CHO-K1 Ca antag -24 and V1R ag counter -1.6.
Screening COc1ccc(C2CC2/C(=N/O)c2ccccc2)cc1 (stereo unspecified) returned GPR7 antagonist 14, OXTR agonist -0.7, CHO-K1 Ca ag -0.4, OXTR potentiator -15, TAAR1 antag -1, CHO-K1 Ca PAM -10, CHO parental Ca -18, CHO-K1 Ca antag 11 and V1R ag counter -0.6.
Screening CN1CCN(C2=C(Cl)C(=O)N(c3ccc(Cl)cc3)C2=O)CC1 returned GPR7 antagonist -1, OXTR agonist -0.2, CHO-K1 Ca ag 0.1, OXTR potentiator -5, CHO-K1 Ca PAM 3, CHO parental Ca -7, CHO-K1 Ca antag -4 and V1R ag counter 0.2.
For CCCCN(C(=O)/C=C/c1ccco1)c1c(N)n(Cc2ccccc2)c(=O)[nH]c1=O the results were GPR7 antagonist 9, OXTR agonist 0.8, CHO-K1 Ca ag 0.3, OXTR potentiator 0, TAAR1 antag -27, CHO-K1 Ca PAM 11, CHO parental Ca -14, CHO-K1 Ca antag 5 and V1R ag counter -1.1.
COc1cc(C2C(C#N)=C(N)Oc3cc(C)n(CC4CCCO4)c(=O)c32)cc2c1OCO2 (stereo unspecified) was read as GPR7 antagonist -9, CHO-K1 Ca ag 0.5, TAAR1 antag 9, CHO-K1 Ca PAM 21 and CHO-K1 Ca antag -8.
For Cc1ccc(NC(=O)CCN2C(=O)C3C4CCC(C4)C3C2=O)cc1Cl (stereo unspecified) the results were GPR7 antagonist -4, OXTR agonist 0.9, CHO-K1 Ca ag 4.4, OXTR potentiator -3, TAAR1 antag 5, CHO-K1 Ca PAM 13, CHO parental Ca -11, CHO-K1 Ca antag -15 and V1R ag counter 5.4.
For N#Cc1ccc(Oc2ccc(C#N)c(C#N)c2)cc1C#N the results were CHO-K1 Ca ag 0.8, TAAR1 antag -3, CHO-K1 Ca PAM 9 and CHO-K1 Ca antag -13.
`CN(CC(=O)O/N=C(\N)c1ccccn1)S(=O)(=O)c1ccc(Br)cc1` gave GPR7 antagonist -1, OXTR agonist 1.5, CHO-K1 Ca ag 1.7, OXTR potentiator -7, TAAR1 antag 22, CHO-K1 Ca PAM -1, CHO parental Ca -21, CHO-K1 Ca antag 5 and V1R ag counter 0.7.
Screening CC(NC(=S)Nc1ccccc1C(F)(F)F)C1CC2CCC1C2 (stereo unspecified) returned GPR7 antagonist -9, OXTR agonist -2.4, CHO-K1 Ca ag 0.1, OXTR potentiator -14, TAAR1 antag 15, CHO-K1 Ca PAM 0, CHO parental Ca -4, CHO-K1 Ca antag 0 and V1R ag counter -1.2.
`O=C(CCC1N=C2c3ccccc3N=C(SCc3ccccc3Cl)N2C1=O)NCc1ccco1` (stereo unspecified) gave GPR7 antagonist -8, OXTR agonist -0.1, CHO-K1 Ca ag 1.6, OXTR potentiator -14, TAAR1 antag 19, CHO-K1 Ca PAM 3, CHO parental Ca -15, CHO-K1 Ca antag -3 and V1R ag counter 1.5.
For CC(C)(C)c1nc2c(s1)CCc1onc(-c3ccc(Cl)cc3)c1-2 the results were OXTR agonist -0.3, CHO-K1 Ca ag -0.3, OXTR potentiator 0, TAAR1 antag 13, CHO-K1 Ca PAM -12, CHO parental Ca -9, CHO-K1 Ca antag 0 and V1R ag counter -0.1.
Cc1cc(O)c(C(C)C)cc1NC(=S)Nc1cc(C(C)C)c(O)cc1C was read as CHO-K1 Ca ag 0.9, TAAR1 antag 48, CHO-K1 Ca PAM 9 and CHO-K1 Ca antag -6.
CCOC(=O)CNC(=O)CSc1nnc(Cn2c(=O)sc3ccccc32)n1-c1ccccc1C was read as GPR7 antagonist 17, OXTR agonist -1.0, CHO-K1 Ca ag -0.1, OXTR potentiator 1, TAAR1 antag 13, CHO-K1 Ca PAM 7, CHO parental Ca -19, CHO-K1 Ca antag -6 and V1R ag counter -0.3.
For Cc1ccc2cc(NC(=O)Cc3ccccc3)ccc2n1 the results were GPR7 antagonist -9, OXTR agonist -0.6, CHO-K1 Ca ag 0.7, OXTR potentiator -1, TAAR1 antag 5, CHO-K1 Ca PAM 6, CHO parental Ca -3, CHO-K1 Ca antag -8 and V1R ag counter 1.1.
For O=C(Cn1ccc(NC(=O)OCc2ccccc2)nc1=O)NCC1CCCO1 (stereo unspecified) the results were OXTR agonist 1.1, CHO-K1 Ca ag 0.2, OXTR potentiator -3, TAAR1 antag -1, CHO-K1 Ca PAM 16, CHO parental Ca -11, CHO-K1 Ca antag -6 and V1R ag counter 0.8.
For CC(=O)NNC(=O)c1sc(=S)n(C)c1C the results were GPR7 antagonist -12, OXTR agonist -0.1, CHO-K1 Ca ag 19*, OXTR potentiator 7, TAAR1 antag 4, CHO-K1 Ca PAM 10, CHO parental Ca -2, CHO-K1 Ca antag 9 and V1R ag counter 1.4.
`COCCN(CC(=O)Nc1cccc(C)c1C)C(=O)Cc1cccs1` gave OXTR agonist -0.1, CHO-K1 Ca ag 0.0, OXTR potentiator 2, TAAR1 antag -5, CHO-K1 Ca PAM -4, CHO parental Ca -16, CHO-K1 Ca antag -3 and V1R ag counter 0.2.
Screening O=C(c1ccc2c(=O)n3c(nc2c1)CCCCC3)N1CCN(c2ccc(Cl)cc2)CC1 returned GPR7 antagonist -10, OXTR agonist -0.3, CHO-K1 Ca ag 2.0, OXTR potentiator -6, TAAR1 antag -15, CHO-K1 Ca PAM 22, CHO parental Ca -30, CHO-K1 Ca antag -11 and V1R ag counter 0.8.
Screening Cc1cccn2c(=O)nc(SCC(=O)N3CCOCC3)nc12 returned OXTR agonist 1.0, CHO-K1 Ca ag 1.1, OXTR potentiator 0, TAAR1 antag -5, CHO-K1 Ca PAM 12, CHO parental Ca -8, CHO-K1 Ca antag -4 and V1R ag counter 1.5.
For CCC(=O)Nc1c(C)cc(C)cc1Cl the results were GPR7 antagonist 0, OXTR agonist -0.3, CHO-K1 Ca ag 0.3, OXTR potentiator -5, TAAR1 antag -8, CHO-K1 Ca PAM -2, CHO parental Ca 5, CHO-K1 Ca antag 3 and V1R ag counter -0.3.
Screening Cc1cccnc1NC(=S)Nc1ncccc1C returned GPR7 antagonist -3, OXTR agonist -0.2, CHO-K1 Ca ag -0.4, OXTR potentiator -10, TAAR1 antag -7, CHO-K1 Ca PAM 6, CHO parental Ca -10, CHO-K1 Ca antag -6 and V1R ag counter 0.6.
CCOc1ccccc1N1CCN(C2=C(NS(=O)(=O)c3cccs3)C(=O)c3ccccc3C2=O)CC1 was read as GPR7 antagonist -8, OXTR agonist -1.5, CHO-K1 Ca ag 0.5, OXTR potentiator 0, TAAR1 antag 23, CHO-K1 Ca PAM 12, CHO parental Ca -35, CHO-K1 Ca antag 4 and V1R ag counter -0.1.
CC(=O)Nc1cccc(NC(=O)CSc2nccn2Cc2ccccc2)c1 was read as GPR7 antagonist -2, OXTR agonist 9.2, CHO-K1 Ca ag 11, OXTR potentiator -15, TAAR1 antag -19, CHO-K1 Ca PAM 17, CHO parental Ca -7, CHO-K1 Ca antag -10 and V1R ag counter 10.0.
CCc1nc2c(c(SC)nn2-c2ccccc2)c(N)c1C(=O)OC was read as GPR7 antagonist -6, OXTR agonist 0.3, CHO-K1 Ca ag -0.2, OXTR potentiator -2, TAAR1 antag -1, CHO-K1 Ca PAM 12, CHO parental Ca -2, CHO-K1 Ca antag 2 and V1R ag counter 1.1.
For COc1ccc(NC(=O)CSc2nnc(-c3cccs3)n2N)cc1S(N)(=O)=O the results were OXTR agonist 1.5, CHO-K1 Ca ag 0.3, OXTR potentiator -1, TAAR1 antag 0, CHO-K1 Ca PAM 6, CHO parental Ca -4, CHO-K1 Ca antag -6 and V1R ag counter 0.9.
For O=C(CN1CCCCCC1)Nc1ccc(Br)cc1 the results were GPR7 antagonist -3, OXTR agonist 0.3, CHO-K1 Ca ag 0.8, OXTR potentiator -4, TAAR1 antag 11, CHO-K1 Ca PAM 1, CHO parental Ca -15, CHO-K1 Ca antag -37 and V1R ag counter 0.2.

Screening data (PubChem)
